Screening data from PubChem BioAssay.
FLuc modulator: inhibits or activates purified firefly luciferase, miR-21 counter-screen. purified FLuc, Km substrates, luminescence inhibition. Potency, µM (highest dose often 57.5 µM), for the others: at the top dose activity change, negative = inhibition, most hits filed as inhibitors. 360,000 tested, 6.9% active;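 note: potency is the fitted concentration of half-maximal effect; plate controls were vehicle for no effect and reference inhibitor for full effect; nearly all actives have a fitted effect of over 55% in size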
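Purified P. pyralis luciferase, 10 nM final, with Km-level 10 uM D-luciferin and 10 uM ATP in 50 mM Tris acetate pH 7.5, 10 mM Mg acetate, 0.01% Tween-20, 0.05% BSA; 6-point qHTS titration about 60 µM downward; luminescence read.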
Menin-MLL TR inh: inhibitors of human menin-MLL interaction, mutant MLL peptide | Menin + Texas Red MLL mutant peptide, fluorescence polarization | Potency, µM (doses to about 61.6 µM), for inactives: at the highest dose FP activity change, negative = inhibition, usual class: inhibitors | AID 1768 | O00255 | 270,000 tested, 0.23% active; active = well fitted inhibition curve with a large enough effect in the polarisation, with a control signal flat, not every such curve was filed as active; inconclusive = small, poorly fitted or top-dose-only effect, or effect the other way, or a change in a side signal; inactive = no such curve, though single readings can be large or run the other way; the % refers to the polarisation; note: potency is the fitted concentration of half-maximal effect; % of control where 0% means no effect; many of its hits are not listed in these tables
Target sequence (O00255 whole entry, looked up): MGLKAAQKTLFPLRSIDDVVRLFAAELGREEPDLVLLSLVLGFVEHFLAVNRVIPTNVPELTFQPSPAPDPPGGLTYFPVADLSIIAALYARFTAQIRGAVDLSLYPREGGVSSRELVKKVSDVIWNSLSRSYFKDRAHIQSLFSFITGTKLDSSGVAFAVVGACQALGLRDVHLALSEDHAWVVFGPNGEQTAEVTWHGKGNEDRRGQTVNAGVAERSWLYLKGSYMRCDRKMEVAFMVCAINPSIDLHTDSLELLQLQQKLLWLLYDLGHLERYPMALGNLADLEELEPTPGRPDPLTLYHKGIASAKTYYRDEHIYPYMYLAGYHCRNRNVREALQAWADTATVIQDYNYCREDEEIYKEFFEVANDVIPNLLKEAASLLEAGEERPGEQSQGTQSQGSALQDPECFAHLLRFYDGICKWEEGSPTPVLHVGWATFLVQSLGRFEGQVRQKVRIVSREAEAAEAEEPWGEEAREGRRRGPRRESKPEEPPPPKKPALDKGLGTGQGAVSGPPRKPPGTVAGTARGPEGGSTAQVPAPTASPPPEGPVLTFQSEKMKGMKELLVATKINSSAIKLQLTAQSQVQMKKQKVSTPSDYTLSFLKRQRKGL
Mito fusion act: blocks mitochondrial division or promotes mitochondrial fusion; S. cerevisiae fusion-defective mutant growth rescue, CellTiterGlo 48 h; Potency, µM (titrated, usually from 46.1 µM), without a hit: top-dose growth rescue (activation), usual class: activators; 320,000 tested, 0.23% active; AID 485298;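 note: potency is the fitted concentration of half-maximal effect; % of control where 0% means no effect; nearly all actives have a fitted effect of over 45% in size; temperature-sensitive fusion mutants such as fzo1-1 at 37 °C on non-fermentable ethanol glycerol medium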
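Temperature-sensitive fusion-defective S. cerevisiae (e.g. fzo1-1, mgm1-5) were grown with compound in YPEG medium (3% ethanol, 3% glycerol) for 48 hours at 37C. Growth rescue was measured as viability by CellTiterGlo luminescence after 10 minutes at ambient.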
ELG1 repair inh: blocks ELG1-dependent DNA repair in HEK293T cells. HEK293T ELG1-luciferase reporter, luminescence, 16 h; DNA damage induced by 5-fluorouridine. Potency, µM (titrated, usually from 46.1 µM), for the others: top-dose activity change, negative = inhibition, hits mostly inhibitors. 330,000 tested, 2.3% active; note: potency is the fitted concentration of half-maximal effect; % is set by controls: 0 for no effect and ±100 for the full control effect; nearly all actives have a fitted effect of over 55% in size
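DMSO vehicle served as the neutral condition. Each well held 2,000 cells given 5-fluorouridine plus compound; after 16 hr at 37 °C/5% CO2, ONE-Glo was added and luciferase measured 30 min later.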
Gal4-VP16 FLuc: inhibits Gal4-VP16 luciferase reporter, ROR gamma counter-screen. AID 2546. 310,000 tested, 3.5% active. Potency, µM (top dose mostly 53.6 µM), for the others: top-dose activity, negative = inhibition, actives largely listed as inhibitors. Drosophila S2 Gal4-VP16 UAS-luciferase, luminescence, 20 h;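 note: Gal4-VP16 expression switched on by copper sulfate through the metallothionein promoter; potency is the fitted concentration of half-maximal effect; % is set by controls: 0 for no effect and ±100 for the full control effect; nearly all actives have a fitted effect of over 50% in size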
RORgamma inh: ROR gamma (mouse) transcription inhibition; 310,000 tested, 5.4% active; P51450; Potency, µM (titrated, usually from 53.6 µM), without a hit: top-dose activity change, negative = inhibition, hits mostly inhibitors; Drosophila S2 Gal4-RORgamma UAS-luciferase reporter, 20 h; note: potency is the fitted concentration of half-maximal effect; % is set by controls: 0 for no effect and ±100 for the full control effect; nearly all actives have a fitted effect of over 60% in size
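Using a luciferase readout, inhibitors were identified by reduced reporter activity in Drosophila cells coexpressing a copper-inducible Gal4–ROR gamma fusion and UAS-driven Photinus luciferase, incubated 20 hr after 700 uM copper sulfate.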
NPC1 promoter act: NPC1 promoter activation. 320,000 tested, 2.4% active. Huh7 NPC1 promoter luciferase reporter, 24 h. Potency, µM (highest dose often 9.22 µM), for the others: at the highest dose activation, actives largely listed as activators;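 note: potency is the fitted concentration of half-maximal effect; % of control where 0% means no effect; nearly all actives have a fitted effect of over 60% in size; reporter is driven by a mutant NPC1 promoter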
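Huh7 reporter cells (NPC1 promoter driving luciferase) are dosed with compound for 24 h at 37 °C, 5% CO2; luciferase detection reagent is then added and luminescence measured after 10 min at ambient temperature.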
Rab9 prom act: activators of Rab9 promoter; Huh7 Rab9 promoter-luciferase reporter, luminescence, 24 h; Potency, µM (top dose mostly 9.22 µM), for the others: at the top dose activation, negative = inhibition, hits mostly activators; 320,000 tested, 2.8% active; AID 485297; note: potency is the fitted concentration of half-maximal effect; % of control where 0% means no effect; nearly all actives have a fitted effect of over 60% in size
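Cells were plated at 1500 per well in reduced-serum medium with 10% FBS and left 2 h. Compound in DMSO was then added for 24 h at 37 °C. Reporter signal was read by luminescence after 10 min with luciferase detection reagent.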
MBNL1 CUG block: blocks human MBNL1 binding to CUG repeat RNA; Q9NR56; TR-FRET MBNL1-His/biotin-(CUG)12 binding, 665/545 ratio; Potency, µM (top dose mostly 57.5 µM), inactives show at the highest dose activity change, negative = inhibition, most hits filed as inhibitors; 280,000 tested, 0.036% active; active = well fitted inhibition curve with a large enough effect in the signal ratio, with a control signal flat, not every such curve was filed as active; inconclusive = small, poorly fitted or top-dose-only effect, or effect the other way, or a change in a side signal; inactive = no such curve, though single readings can be large or run the other way; the % refers to the signal ratio; note: potency is the fitted concentration of half-maximal effect; % is set by controls: 0 for no effect and ±100 for the full control effect
Target sequence (Q9NR56 whole entry, looked up): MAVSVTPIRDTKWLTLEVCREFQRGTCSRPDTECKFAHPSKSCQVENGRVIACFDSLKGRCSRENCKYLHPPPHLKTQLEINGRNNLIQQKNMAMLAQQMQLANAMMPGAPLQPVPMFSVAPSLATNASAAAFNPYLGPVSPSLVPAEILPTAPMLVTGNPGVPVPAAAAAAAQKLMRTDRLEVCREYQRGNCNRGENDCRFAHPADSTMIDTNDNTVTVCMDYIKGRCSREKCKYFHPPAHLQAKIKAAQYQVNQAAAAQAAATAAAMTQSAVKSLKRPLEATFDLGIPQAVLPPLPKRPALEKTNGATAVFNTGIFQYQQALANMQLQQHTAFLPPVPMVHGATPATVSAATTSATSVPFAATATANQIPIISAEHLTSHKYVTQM
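TR-FRET between His-tagged MBNL1 and biotin-(CUG)12 RNA, detected with Tb anti-His antibody (0.055 ng/ul) and streptavidin-XL665 (5 nM), 60 min at room temperature. Compounds titrated 92 nM to 58 uM; 665/545 nm ratio normalized to buffer and complex controls.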
KCNH2 3.1 inh: blocks the human KCNH2 3.1 channel isoform; U2OS KCNH2 3.1, thallium flux FluxOr; hits give low values; activity change, % (tested at about 1.8 µM); 340,000 tested, 0.95% active; AID 720553;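 active = maximum activity change below -70%; inconclusive = maximum activity change from -70% to -50%; inactive = maximum activity change above -50%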;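 note: thallium influx rate constant from kinetic fluorescence after stimulation buffer; % is set by controls: 0 for no effect and ±100 for the full control effect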
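We transduce U2OS cells with the mutant 3.1 virus, culture them overnight, load FluxOr with Red40 quencher for 45 min, then add stimulation buffer and read kinetically for 2 min to derive a normalized rate constant.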
PKM2 activator: increases activity of human pyruvate kinase M2; Potency, µM (highest dose often 57.5 µM), without a hit: top-dose activation, hits mostly activators; purified PKM2, Kinase-Glo ATP luminescence, activation; response scale: 0% is enzyme alone, no compound; AID 1631; 260,000 tested, 0.34% active; P14618; note: potency is the fitted concentration of half-maximal effect; % is set by controls: 0 for no effect and ±100 for the full control effect; nearly all actives have a fitted effect of over 55% in size
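Purified hPK-M2 (>95%) run at intermediate activity with 0.1 mM ADP and 0.5 mM PEP in 50 mM imidazole pH 7.2, KCl, MgCl2; 1 h room temperature. ATP formed read by Kinase-Glo luminescence; normalized to uninhibited and no-enzyme controls.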
Active calls of the source: *; ? = inconclusive; . = not tested or not shown; & = joins results of further samples; [ ] = another dose, or the depositor's remark. Unless noted, calls come from the whole dose curve; as a rule, active = well fitted curve in the direction sought with a large enough effect; inconclusive = small, poorly fitted or top-dose-only effect, or another doubt; inactive = no such curve, though single readings can be large; an effect the other way counts as inactive or inconclusive.

SMILES	FLuc modulator	Menin-MLL TR inh	Mito fusion act	ELG1 repair inh	Gal4-VP16 FLuc	RORgamma inh	NPC1 promoter act	Rab9 prom act	MBNL1 CUG block	KCNH2 3.1 inh	PKM2 activator
Cc1ccc(C)c(N2CCN(S(=O)(=O)c3ccc4c(c3)CC(=O)N4C)CC2)c1	4%&-6%	10%	-4%	12%	-8%	-19%	0%	0%	-3%	0	.
O=C(CCN1C(=O)COc2ccccc21)NCCCN1CCc2ccccc2C1	0%	-9%	-3%	0%	-1%	-13%	-1%	3%	-8%	4	-5%
CC(=O)Oc1ccc2c(c1)OC(c1ccccc1)CC21CC(C)(C)NC(=S)N1 (stereo not given)	1%	-14%	-20%	-6%	?	10µM*	10%	9%	-3%	-40	-3%
O=C(O)CCc1ccc(-c2ccc(Br)cc2)o1	15µM*	3%	5%	?	?	?	11%	5%	44%[activator]	1	?
Cc1ccc(NC(=O)Cn2ccc([N+](=O)[O-])n2)cc1Cl	1%	2%	4%	?	-9%	6%	-1%	2%	12%	1	21%
Cc1cccn2c(=O)c(/C=C(\C#N)S(=O)(=O)c3ccccc3)c(N3CCN(Cc4ccccc4)CC3)nc12	0%	.	-3%	-3%	?	-5%	5%	5%	8%	-3	.
O=C(Nc1ccc(OC(F)(F)F)cc1)c1[nH]ncc1[N+](=O)[O-]	?	36%[activator]	1%	-27%	-4%	?	13%	19%	?	-12	-6%
CCOc1ccc(NC(=O)CCC(=O)NNC(=O)COc2ccccc2C)cc1	?	-15%	-1%	?	-22%	1%	5%	14%	2%	0	-3%
CNC(=O)CN(c1cc(OCCOC)c(Cl)cc1Cl)S(=O)(=O)c1ccc(OC)cc1	6%	-5%	2%	?	-5%	-1%	-17%	-8%	-1%	-6	8%
O=C(/C=C/c1ccc(Cl)cc1)NCCc1ccccc1	?	9%	16%	?	-4%	?	23%	-8%	4%	-17	-10%
COc1cc(NC(=O)CCN2CCN(c3ccccc3F)CC2)cc(OC)c1	-1%	1%	-1%	-28%	-2%	7%	21%	-3%	-1%	-11	3%
CCCC1NC(C(=O)O)Cc2c1[nH]c1ccccc21 (stereo not given)	-8%	7%	-1%	1%	-3%	-31%	0%	-3%	14%	0	-2%[11.5 µM]
CCCOC(=O)c1c(NC(=O)CCC(=O)O)sc2c1CCCCC2	?	-15%	-4%	13%	5%	8%	0%	-6%	1%	8	0%
Cn1c(=O)cc(OCC(=O)NCCc2ccc(Cl)cc2)c2ccccc21	-1%	-3%	-3%	?	-7%	-23%	-5%	2%	3%	-3	-8%
CSc1nc2ccc(NC(=O)C3CCCO3)cc2s1 (stereo not given)	12µM*	-10%	-3%	?	6%	10%	3.5µM*	3.5µM*	-8%	-5	?
O=C(O)C1C2CCC(O2)C1C(=O)Nc1ccc(F)cc1 (stereo not given)	-2%	7%	-1%	25%	-4%[10 µM]	-4%	-5%	-1%	-10%	4	3%
CCc1nnc(NC(=O)c2ccc(Br)o2)s1	?	0%	-2%	?	-3%	8%	18%	?	-6%	4	3%
O=S(=O)(Nc1ccc(O)c(Sc2nc3ccccc3s2)c1)c1ccc(F)cc1	2%	?	21%	-22%	?	88%	0%	0%	.	-1	2%
Cn1c(=O)n(C)c2cc(C(N)=O)ccc21	8%[2.3 µM]	-1%	-3%	?	17%	-14%	-2%	1%	3%	-2	2%
CC(C)N1C(=O)CCC1C(=O)NCCc1ccccc1 (stereo not given)	9%	-15%	-1%	4%	8%	-17%	-1%	0%	-2%	5	6%
NC(=S)n1[nH]c(-c2ccc([N+](=O)[O-])cc2)c(N=Nc2ccc(Cl)cc2)c1=O	-13%	?	-1%	2.9µM*	?	0.4µM*	-40%[inhibitor]	-53%[inhibitor]	1%	-2	3%
O=C(O/N=C1\CCS(=O)(=O)c2sccc21)c1ccc(F)cc1	?	1%	-2%	5%	2%	19%	-1%	-5%	-4%	-12	-4%
CC(=O)Oc1ccc2c(C)cc(=O)oc2c1C(=O)c1ccccc1	-10%	6%	18%	-19%	-18%	19%	2%	2%	14%	7	8%
Cc1ccc(CNn2cnnc2SCC(=O)NC(C)(C)C)cc1	0%	4%	-1%	-1%	-1%	5%	-2%	1%	2%	-9	-8%
Cc1cc(C)cc(NC(=O)CSc2nnc(-c3ccc(S(=O)(=O)N4CCCC4)cc3)o2)c1	1%	-16%	0%	-22%	9%	-17%	2%	-2%	-3%	-2	?
CCN(CC)C(=O)CSc1nnc(-c2ccccn2)n1Cc1ccccc1	-2%	.	3%	-11%	-4%	34%	-2%	0%	-1%	-11	-1%
Cc1cc(Cl)c(S(=O)(=O)N2CCCCCC2)cc1OCC(N)=O	-1%	-10%	3%	?	-1%	-8%	-4%	-2%	0%	0	1%
CCOC(=O)N1CCC(N2Cc3cccc(C(=O)O)c3C2=O)CC1	1%	-2%	-2%	1%	-7%	-22%	2%	2%	2%	-1	2%
C/C(=N\NC(=O)c1ccccn1)c1ccc(C(=O)O)s1	?	-17%	-2%	?	13%	-3%	-3%	-2%	?	.	-34%
COC(=O)c1ccc(NC(=O)CN2CCN(CCO)CC2)cc1	0%	15%	0%	-10%	14%	-4%	0%	2%	-5%	11	-3%
O=C(NCC1CCCO1)C1CCCN(S(=O)(=O)c2ccc(Br)cc2)C1 (stereo not given)	2%	.	3%	10%	1%	-5%	-2%	4%	-6%	-1	0%
Cc1ccc(C(=O)OCC(=O)Nc2ccc(C(N)=O)cc2)s1	3%	.	-2%	26%	.	.	-1%	0%	.	-1	.
NC(=O)c1cc[n+](Cc2ccc([N+](=O)[O-])cc2)cc1	0%	-6%	-2%	-5%	4%	-11%	0%	-1%	?	2	0%[11.5 µM]
c1ccc2c(c1)ncn2CCOCCOCCn1cnc2ccccc21	1%	-6%	10%	-10%	0%	-34%	-3%	0%	0%	2	10%
Cc1ccc2c(c1)C(c1ccc(F)cc1)N(C(=O)c1ccc(S(=O)(=O)N(C)C)cc1)CC(=O)N2 (stereo not given)	-1%	?	-8%	-3%	-8%	-1%	-3%	11%	0%	0	.
O=C(Nc1cc(F)ccc1F)c1cccc(-n2cnnn2)c1	0%	.	0%	1%	.	.	-3%	-3%	.	2	.
CCc1ccc2[nH]c(C(=O)Nc3ccc(C)c(F)c3)cc2c1	?	2%	-16%	?	7%	0%	27%	18%	49%[activator]	14	.
COCCNC(=S)NN(c1ccccc1)c1ccccc1	-4%	-14%	-12%	6%	?	7.9µM*	2%	-5%	-3%	-6	3%
NCc1ccc(-c2nc3ccccc3o2)cc1	?	17%	8%	?	-5%	-10%	?	22%	-3%	.	-9%
C=C(C)n1c(=O)[nH]c2ccccc21	-4%	-4%	-2%	?	-11%	6%[10 µM]	1%	-1%	10%	2	-2%
CCOC(=O)Cn1c(=O)oc2cc(S(=O)(=O)NC3CCCCC3)ccc21	0%	-8%	3%	22%	4%	10%	-1%	4%	-10%	4	-2%
CCc1nnc(NC(=O)CSc2ncnc3c2cnn3-c2ccc(OC)cc2)s1	-6%	-8%	0%	?	3%	-10%	0%	-1%	-11%	-1	-1%
Cc1ccc(/C=C/C(=O)O)cc1S(=O)(=O)NCc1ccco1	-7%	?	1%	15%	-6%	-24%	-5%	-3%	-13%	-3	-11%
CC(=O)c1ccc(-c2csc(N3CCC(C(N)=O)CC3)n2)cc1	?	.	-5%	?	.	.	20%	22%	.	.	.
CC(=O)Nc1ccc(S(=O)(=O)C(C#N)c2nc3ccccc3nc2NCCCO)cc1 (stereo not given)	4%	.	1%	-2%	-2%	4%	0%	-5%	.	5	1%
CCCCCC(=O)N(O)C1CC(=O)N(c2ccccc2)C1=O (stereo not given)	?	14%	-7%	?	7.1µM*	16µM*	10%	15%	-6%	14	18%
C=CCC1(N(C(C)=O)c2ccccc2C)CCCCC1	-3%	?	4%	-3%	?	-1%	0%	-12%	-9%	5	-1%
OC(CNC1CCCCC1)CNC1CCCCC1	0%	-12%	0%	5%	-5%	-12%	-4%	-2%	4%	-9	-6%
CCCC[C@@H]1CNCCN1CCc1cc(C(F)(F)F)cc(C(F)(F)F)c1	-1%	.	-25%	9%	.	.	1%	-3%	.	2	.

These rows are one share of the data; rates above refer to the full screens.
